High-throughput results from PubChem BioAssay.
APJ antag: antagonists of human apelin receptor APJ, primary screen, CHO-K1 cells, beta-arrestin complementation, luminescence | 0.32% of 330,000 active | inhibition, % at 20 µM | P35414;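 active = inhibition above about 40% at 20 µM, limit read from the data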;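 note: cells challenged with 10 nM apelin-13 agonist together with compound; plate controls were apelin-13 plus DMSO wells for no effect and DMSO wells lacking apelin-13 for full effect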
Target sequence (P35414 whole entry, looked up): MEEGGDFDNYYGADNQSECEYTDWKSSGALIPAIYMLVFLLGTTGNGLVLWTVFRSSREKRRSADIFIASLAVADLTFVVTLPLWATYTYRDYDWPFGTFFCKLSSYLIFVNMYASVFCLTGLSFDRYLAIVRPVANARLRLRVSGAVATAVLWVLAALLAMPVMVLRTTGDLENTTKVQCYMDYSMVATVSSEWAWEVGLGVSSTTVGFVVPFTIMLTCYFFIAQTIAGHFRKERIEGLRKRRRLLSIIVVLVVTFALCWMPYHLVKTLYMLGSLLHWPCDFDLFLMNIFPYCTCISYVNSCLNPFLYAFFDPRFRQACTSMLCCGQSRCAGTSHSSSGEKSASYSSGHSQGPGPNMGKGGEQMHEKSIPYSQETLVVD
UPR XBP1 act: activators of adaptive XBP1 UPR arm, primary screen, cell-based, CHO-XBP1 luciferase reporter, luminescence, uHTS; IRE1-XBP1 UPR activation; percent of tunicamycin response, DMSO as zero; activation, % at 20 µM; 0.33% of 330,000 active;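 active = versus positive control, 20 µM dose yields 30% or more activation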;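 note: 100% = tunicamycin at 10 µg/mL and 0% = DMSO only wells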
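Material: CHO cell line with stable XBP1 luciferase reporter; schedule: 16-18 h cell attachment at 37 °C, then 6 h compound exposure; signal: glow luminescence from Steady-Glo reagent; medium: serum-containing F12 medium, 10% FBS; benchmarks: tunicamycin 10 µg/mL and vehicle-only wells; read-out: percent activation relative to tunicamycin reference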
APJ ag: agonists of human apelin receptor APJ, primary screen, CHO-K1 cells, PathHunter beta-arrestin, luminescence; P35414; 0% DMSO wells, 100% apelin; activation, % at 20 µM; 0.11% of 330,000 active; AID 2520, 2010;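 active = activation more than six SD over the plate average, tested at 20 µM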;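 note: 0% = DMSO alone and 100% = apelin-13 at 10 nM; some results filed as inactive read as strong as hits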
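Incubation: overnight seeding, 90 min compound at 25 °C, 1 h detection; test system: PathHunter CHO-K1 APJ (AGTRL-1) beta-arrestin reporter cells; amount: 1000 cells/well; doses: one dose, 20 µM compound, 1% DMSO; measured by: beta-gal luminescence; measure: agonist-driven arrestin binding to APJ; benchmarks: negative DMSO alone, positive Apelin-13 at 10 nM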
CXCR6 block: CXCR6 receptor inhibitors, primary screen, cell-based, beta-arrestin, luminescence, CHO-K1 PathHunter, 1536-well; C-X-C chemokine receptor type 6 (Homo sapiens), O00574; inhibition, % at 20 µM; 0.36% of 360,000 active; AID 602244, 2012; in the data active = inhibition above about 34%, passing the limit was not always enough;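 note: antagonist mode with CXCL16 agonist at 10 nM final; 0% = 10 nM CXCL16 with DMSO and 100% = unstimulated wells without agonist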
Target sequence (O00574 whole entry, looked up): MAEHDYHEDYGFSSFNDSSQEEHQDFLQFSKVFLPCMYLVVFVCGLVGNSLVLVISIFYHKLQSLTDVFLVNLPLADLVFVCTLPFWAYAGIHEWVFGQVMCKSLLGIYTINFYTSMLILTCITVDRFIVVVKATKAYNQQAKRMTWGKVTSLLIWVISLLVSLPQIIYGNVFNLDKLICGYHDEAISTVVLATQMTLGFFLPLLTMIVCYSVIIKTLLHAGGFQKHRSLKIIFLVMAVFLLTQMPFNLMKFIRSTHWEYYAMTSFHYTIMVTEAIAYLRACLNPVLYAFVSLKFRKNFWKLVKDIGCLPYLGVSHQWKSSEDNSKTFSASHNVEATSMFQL
tim10-1 inh: growth inhibitors of tim10-1 mutant yeast, primary screen, luminescence, uHTS; S. cerevisiae tim10-1 ts strain growth, BacTiter-Glo, 24 h; inhibition, % at 20 µM; 2.2% of 330,000 active;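 active = inhibition of at least 40%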;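 note: mutant grown at 25 °C; 0% = DMSO wells with yeast and 100% = wells holding no yeast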
TIM10 inh: growth inhibitors of isogenic TIM10 control yeast, primary screen, counter-screen for tim10-1 yeast inhibitor project, luminescence, uHTS; 1.4% of 330,000 active; S. cerevisiae TIM10 strain growth, BacTiter-Glo luminescence, 24 h; inhibition, % at 10 µM;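 active = inhibition of 40% or more at the single tested concentration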;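 note: wild-type TIM10 isogenic control strain grown at permissive 25 °C; 0% = DMSO yeast wells and 100% = minimal medium wells without yeast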
Mdm2 MdmX PPI: inhibitors of human Mdm2-MdmX association, primary screen, cell-based, luminescence, split luciferase, SaOS-2, uHTS | 3% of 330,000 active | Protein Mdm4 (Homo sapiens) + E3 ubiquitin-protein ligase Mdm2 (Homo sapiens), … | inhibition, % at 8 µM | AID 485346, 2010 | SaOS-2 split-luciferase Mdm2/MdmX complementation;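 active = inhibition of at least 50% at 8 µM in the primary screen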
tim23-1 inh: growth inhibitors of tim23-1 mutant yeast, primary screen, luminescence, uHTS; S. cerevisiae tim23-1 growth, BacTiter-Glo luminescence, 24 h; inhibition, % at 20 µM; 1.3% of 330,000 active; AID 463212, 2010;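 active = growth inhibition of the mutant yeast at or above 50%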;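 note: temperature-sensitive mutant grown at 25 °C; plate controls were DMSO-treated mutant yeast for no effect and medium wells lacking yeast for full effect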
UPR CHOP act: activators of apoptotic CHOP UPR arm, primary screen, cell-based, CHO-CHOP luciferase reporter, luminescence, uHTS. UPR activation; percent of tunicamycin response over DMSO baseline. activation, % at 10 µM. 0.34% of 330,000 active. AID 449763, 2010;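 active = at 10 µM dose, activation of 40% or more, normalized to positive control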;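 note: 100% = tunicamycin at 10 µg/mL and 0% = DMSO alone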
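System: CHO CHOP reporter cells. Amount: 500 cells per well. Buffer or medium: F12 medium, 10% FBS. Compound dosing: one dose, 10 µM in 0.5% DMSO. Incubation: 6 h compound exposure at 37 °C after overnight seeding. Technique: Steady-Glo luciferase luminescence. Benchmarks: tunicamycin and DMSO controls.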
The depositor's hits bear a star; / = no result given.

Order of results – APJ antag	UPR XBP1 act	APJ ag	CXCR6 block	tim10-1 inh	TIM10 inh	Mdm2 MdmX PPI	tim23-1 inh	UPR CHOP act
- O=C(CSc1nnnn1-c1ccc(O)cc1)Nc1ccc(N2CCOCC2)c(Cl)c1
→ -19.6	-1.7	0.3	-3.3	-2.5	-4.8	9.6	9.7	-4.0
- Cc1cc(C)c(NS(=O)(=O)c2ccc3c(c2)n(C)c(=O)n3C)c(C)c1
→ -3.0	-0.9	-3.4	-2.6	10.9	4.7	23.9	2.7	1.6
- c1ccc(OCc2nn3c(-c4cccnc4)nnc3s2)cc1
→ 4.8	2.4	-3.4	-2.6	18.2	-4.6	-15.0	-2.1	-2.3
- CC(C)[C@H](NC(=O)c1ccccc1Cl)C(=O)OCC(=O)NC(=O)NC1CCCC1
→ 13.5	-1.6	-6.2	2.6	-0.6	-12.5	4.1	2.5	0.0
- COc1ccc2oc(C(=O)Nc3nc(-c4ccccn4)cs3)c(C)c2c1
→ 14.1	-3.0	-2.9	4.8	5.6	-3.5	60.4*	8.5	0.1
- O=C(/C=C/c1ccccc1)OCc1cnc(Cl)s1
→ -8.4	5.3	-2.8	0.1	13.5	-2.1	8.7	-6.3	1.1
- O=C1CCCN1c1ccc(S(=O)(=O)NCCc2ccc(Cl)cc2)cc1
→ 19.6	-0.8	-4.1	-14.6	23.7	-0.1	11.6	19.4	-1.4
- O=C(NC1CCCCC1)c1ccc(COc2ccccc2)o1
→ 7.0	-0.4	-1.0	3.8	33.1	11.2	3.2	25.2	1.4
- Cc1ccc(-n2c(=O)c3sccc3n(Cc3cc(=O)n4ccccc4n3)c2=O)cc1F
→ -6.9	-3.0	1.2	/	11.0	4.0	-9.4	15.4	-1.3
- O=C(NC(=S)Nc1ccccc1N1CCCC1)c1ccc(F)cc1
→ 28.6	-6.0	-4.0	6.9	41.3*	13.9	10.0	11.6	-0.8
- COC(=O)C(Cc1c[nH]c2ccccc12)NC(=O)C(C)C (stereo not given)
→ 1.2	-1.9	4.3	-5.4	11.0	1.6	5.2	15.0	-1.7
- CCCCCCSc1cc(-c2nc3ccc(C)cn3c2NCCCC)ccc1OC
→ 20.7	-3.6	1.0	13.2	13.8	22.2	42.7	18.1	4.2
- C/C(=N\N=C(/N)SC1CC(=O)N(c2ccc(Cl)cc2)C1=O)c1cccs1 (stereo not given)
→ -9.3	-0.3	-1.1	10.0	36.9	25.4	13.5	26.3	1.5
- CCOc1cc(NC(=O)c2cccs2)c(OCC)cc1NC(=O)CCC(=O)NCC1CCCO1 (stereo not given)
→ 10.1	-1.1	-2.6	4.5	-0.3	0.2	12.8	5.2	-0.7
- O=C(CSc1c[nH]c2ccccc12)NCc1ccc2c(c1)OCO2
→ -4.6	-2.2	-4.7	0.3	12.6	4.7	19.8	-1.7	0.5
- CCC(C(=O)NC1CCCC1)N(C(=O)c1snc(C(N)=O)c1N)c1ccc(OC)c(OC)c1 (stereo not given)
→ 2.2	-0.4	0.7	3.1	3.5	-3.9	19.7	1.4	-1.2
- COC(=O)c1ccc(NC(=O)CCS(=O)(=O)c2ccc(Br)s2)cc1
→ 8.9	-3.6	-2.1	-4.6	10.3	11.4	12.6	-2.1	-1.9
- CC12CCC(C(=O)N(CC(O)CN3CCCCCC3)C1=O)C2(C)C (stereo not given)
→ 4.6	-2.3	0.9	14.3	2.7	14.6	1.3	3.9	-2.6
- CC(C)CC(NC(=O)C1CCCCC1)C(=O)NCc1ccccn1 (stereo not given)
→ 1.4	1.7	-2.8	0.0	7.8	7.7	-2.3	-1.6	0.3
- COc1ccccc1NC(=O)C(C)Sc1nccn1C (stereo not given)
→ -20.6	0.8	0.9	1.9	-4.3	-0.1	-4.7	1.2	0.5

A draw from above in order of length of the SMILES, rising:
Order of results – APJ antag	UPR XBP1 act	APJ ag	CXCR6 block	tim10-1 inh	TIM10 inh	Mdm2 MdmX PPI	tim23-1 inh	UPR CHOP act
- O=C(NC(=S)Nc1ccccc1N1CCCC1)c1ccc(F)cc1
→ 28.6	-6.0	-4.0	6.9	41.3*	13.9	10.0	11.6	-0.8
- O=C(CSc1c[nH]c2ccccc12)NCc1ccc2c(c1)OCO2
→ -4.6	-2.2	-4.7	0.3	12.6	4.7	19.8	-1.7	0.5
- O=C1CCCN1c1ccc(S(=O)(=O)NCCc2ccc(Cl)cc2)cc1
→ 19.6	-0.8	-4.1	-14.6	23.7	-0.1	11.6	19.4	-1.4

Further entries
Order of results – APJ antag	UPR XBP1 act	APJ ag	CXCR6 block	tim10-1 inh	TIM10 inh	Mdm2 MdmX PPI	tim23-1 inh	UPR CHOP act
- COc1ccccc1Oc1ccccc1C(=O)O
→ -7.0	0.6	-0.7	2.3	-2.6	3.6	12.3	11.1	-2.2
- CC1Cc2ccccc2N1S(=O)(=O)c1cccc(C(=O)NC2CC2)c1 (stereo not given)
→ 17.2	-5.2	-1.7	-0.9	8.4	4.9	20.4	5.2	-2.7
- O=C(O)CSCC(=O)NCc1ccc(Cl)cc1
→ 0.0	-2.1	0.3	-0.5	4.7	-15.4	-12.4	6.2	0.8
- COc1ccc(Oc2nccc(-c3ccc(Cl)cc3)n2)cc1
→ -4.1	8.7	-3.0	-6.1	5.2	-12.6	5.7	2.4	0.4
- COc1ccc(Cn2c(CO)cnc2SCC(=O)Nc2cccc(NC(C)=O)c2)cc1
→ -29.1	-1.2	-4.2	-9.7	-5.7	11.1	16.5	5.8	1.6
- N#CCCN(C(=O)COC(=O)Cc1c[nH]c2ccccc12)c1ccccc1
→ 1.1	-0.7	-0.4	-3.4	1.3	-2.8	14.9	10.2	0.4
- COc1ccc(C(C)NC(=O)Cc2cccs2)cc1 (stereo not given)
→ -13.9	-5.8	-0.7	-5.7	9.3	8.3	8.2	2.9	-0.4
- CC(=O)Oc1ccc(N2C(=O)C3C4C=CC(CC4)C3C2=O)cc1[N+](=O)[O-] (stereo not given)
→ 9.1	1.6	-1.6	3.0	17.7	10.0	9.9	23.7	-2.2
- COc1ccc2oc(=O)c(C(=O)NCc3ccc(C)cc3)cc2c1
→ 21.1	-5.5	-4.3	3.7	7.9	-0.2	3.0	20.4	0.6
- c1ccc(OCc2nnc3sc(-c4cccs4)nn23)cc1
→ 14.5	2.9	-3.7	2.6	46.8*	20.5	-6.7	7.7	1.9
- CC1CCC2(CC1)NC(=O)N(CC(=O)Nc1ccc3c(c1)OCO3)C2=O (stereo not given)
→ -1.6	-2.3	-0.8	-5.5	-0.1	-0.9	20.8	10.8	1.8
- CCC(C)[C@H](NC(=O)NCc1ccc(Cl)cc1)C(=O)O (stereo not given in full)
→ 5.5	1.6	-1.0	-15.4	5.8	-6.2	10.6	-0.9	0.9
- N#CC1(c2ccccc2)CCN(S(=O)(=O)c2ccc(OC(F)(F)F)cc2)CC1
→ -22.6	-4.0	-3.7	6.4	26.6	12.4	4.6	9.8	-0.3
- CC1(C)CC(=O)C=C(c2cccnc2)C1
→ 15.7	-2.0	0.1	-1.9	-16.6	-9.2	4.8	-8.8	-0.4
- Cc1ccc(C)c(NC(=O)CN(C)C(=O)C2COc3ccccc3O2)c1 (stereo not given)
→ -51.7	-0.9	-1.0	-2.5	11.6	11.8	-0.3	25.2	-0.5
- Oc1ccc(/C=N/Nc2ccnc3cc(Cl)ccc23)cc1O
→ -55.6	20.0	15.3*	-11.5	6.8	-1.5	9.3	-5.6	192.7*
- CN1CCNC(=O)C1CC(=O)O (stereo not given)
→ 10.8	0.1	-1.5	3.2	-3.5	-6.2	-10.7	2.8	0.4
- CC(C)(C)OC(=O)C[C@H]1C/C=C\C[C@H](CC(=O)N(CCO)Cc2ccccc2)C(=O)NCCOC1=O
→ 5.5	1.1	-4.7	-0.7	5.2	6.5	6.0	7.0	-1.1
- CC(C)N1CCN(Cc2ccc(C#CC(C)(C)O)s2)CC1CCO (stereo not given)
→ 8.9	-0.1	-1.1	-1.2	5.3	8.0	0.3	-1.7	1.9
- CNc1ncnc2sc(-c3ccccc3)cc12
→ 6.9	0.0	-2.9	-3.7	-25.3	20.5	17.2	8.9	-1.7
- NS(=O)(=O)c1ccc(CCNC(=O)c2ccc(OCC3CCCO3)cc2)cc1 (stereo not given)
→ -12.3	-2.5	-1.8	-6.9	-2.8	-14.3	13.3	-5.9	-0.1
- COc1ccc(-n2cc(CN(C)Cc3n[nH]c(=O)[nH]3)c(-c3cccc(F)c3)n2)cc1
→ -5.0	-0.6	-1.5	2.3	6.6	1.8	8.1	14.0	-1.5
- C[C@@H]1CN([C@@H](C)CO)C(=O)c2cc(N(C)C)ccc2O[C@@H]1CN(C)Cc1ccncc1
→ -5.8	0.5	-2.5	-6.3	0.9	-0.2	-33.6	7.4	1.4
- COc1ccc(N2C(=O)[C@@H]3[C@H](C2=O)[C@H]2C=CC=NN2[C@@H]3C(=O)Nc2ccc(Cl)cc2)cc1
→ 5.8	-5.4	-2.6	5.9	13.9	22.4	12.5	16.6	-1.8
- N#C/C(=C\N1CCN(Cc2ccc3c(c2)OCO3)CC1)c1nc2ccccc2s1
→ 6.0	-0.1	-2.9	-6.5	28.9	39.9	18.1	32.7	-0.4
- c1ccc(C(c2ccccc2)N2CCN(c3nc4ccccc4n4cnnc34)CC2)cc1
→ 12.9	5.1	0.6	/	11.1	6.3	67.9*	13.1	12.3
- N=c1oc2cc(O)ccc2cc1C(=O)Nc1ccc(F)cc1
→ -12.9	1.2	-1.9	-24.4	5.7	4.3	-11.7	27.0	7.5
- COc1cc(Cl)c(C)cc1NC(=O)CSc1ccccc1
→ 10.1	-2.0	-3.7	-7.6	31.4	14.1	5.3	4.1	-2.0
- CCCn1c2c(c(O)c(C(=O)Nc3ccc(OCC)cc3)c1=O)CCCC2
→ 17.2	-1.0	-6.1	-0.3	-4.1	8.5	23.9	4.3	-3.1
- Cc1nc(CN(C)C(=O)c2cc(COc3c(F)cccc3F)on2)cs1
→ -3.7	1.0	-0.9	-1.8	10.5	-7.7	22.3	12.3	-0.6
- OCC[C@H]1C[C@H](O)[C@@H](O)[C@@]2(CCCc3ccccc3O2)O1
→ 7.3	0.0	0.7	2.4	-22.1	2.6	0.9	-2.2	-0.4
- CCOC(=O)C(=NC1CCS(=O)(=O)C1)NNc1cc(Cl)ccc1Cl (stereo not given)
→ 7.0	1.1	-3.4	-4.5	19.1	17.7	-21.3	29.9	-1.7
- COc1ccc(OC)c(NC(=O)COC(=O)c2ccc(OC)c(S(=O)(=O)N3CCOCC3)c2)c1
→ 6.6	0.9	1.3	-4.9	3.4	1.2	16.8	15.3	2.8
- CCCCc1ccc(NC(=O)N[C@H](C(=O)O)C(C)CC)cc1 (stereo not given in full)
→ 10.6	-4.0	0.1	-10.3	14.6	-2.2	-3.5	8.2	-0.8

Some of the compounds tested (hit frequency here may not be typical).
